RXFP1 agonist: qHTS Assay for Agonists of the Relaxin Receptor RXFP1 | HEK293T-RXFP1 cAMP TR-FRET, 30 min; response scale: percent of porcine relaxin response, buffer zero | Potency, µM (highest dose often 57.5 µM), for inactives: at the top dose activation, hits mostly activators | AID 2676, 2010 | Relaxin receptor 1 (Homo sapiens), Q9HBX9 | hit rate 0.3% among 370,000; also: potency is read from the fitted curve at half-maximal effect; % is scaled to controls: 0 for no effect and ±100 for the full control effect; nearly all actives have a fitted effect of over 60% in size; many of its hits are not listed in these tables
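HEK293T cells stably expressing RXFP1 were pretreated with the PDE4 inhibitor Ro 20174, exposed to compounds for 30 min at 37C, lysed, and cAMP was read by TR-FRET. Data normalized to buffer (basal) and 29 nM porcine relaxin (100%).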
GRP78 ERSR act: qHTS for Inducers of the Endoplasmic Reticulum Stress Response (ERSR) in Human Glioma: qHTS | U87-MG GRP78 promoter luciferase reporter, 16 h | Potency, µM, for the others: at the top dose activation, hits mostly activators | hit rate 0.02% among 420,000; also: potency is read from the fitted curve at half-maximal effect; series mostly up to about 76 µM; % of control where 0% means no effect; nearly all actives have a fitted effect of over 35% in size
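Stably transfected U87-MG human glioma cells carrying a GRP78-based luminescent sensor were seeded at 1000 cells/well, pin-dosed with compounds and incubated 16 h. Luciferase reagent was then added, and end-point luminescence was read after 10 min at room temperature.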
D1 PAM: Potentiators of Human D1 Dopamine Receptor: qHTS | AID 504651, 2011 | potentiation, % at 10 µM | hit rate 0.036% among 360,000 | HEK293 TREx D1 cells, calcium flux, dopamine EC20 potentiation; in the data active = potentiation above about 30%; also: 0% is about no effect
Target sequence (P21728 whole entry, looked up): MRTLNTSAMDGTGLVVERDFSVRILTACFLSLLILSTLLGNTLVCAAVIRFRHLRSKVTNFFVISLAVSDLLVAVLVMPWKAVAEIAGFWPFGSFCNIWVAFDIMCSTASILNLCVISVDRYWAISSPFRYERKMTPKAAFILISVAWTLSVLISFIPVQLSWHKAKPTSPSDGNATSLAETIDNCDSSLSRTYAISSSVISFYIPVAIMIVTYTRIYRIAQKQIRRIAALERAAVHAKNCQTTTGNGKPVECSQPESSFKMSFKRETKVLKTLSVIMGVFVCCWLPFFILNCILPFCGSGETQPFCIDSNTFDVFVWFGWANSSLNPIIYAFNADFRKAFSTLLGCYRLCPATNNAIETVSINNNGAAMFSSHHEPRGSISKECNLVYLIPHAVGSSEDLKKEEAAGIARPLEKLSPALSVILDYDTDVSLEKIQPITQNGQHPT
RXFP1 antag: qHTS Assay for Antagonists of the Relaxin Receptor RXFP1 | Relaxin receptor 1 (Homo sapiens), Q9HBX9 | HEK293-RXFP1, relaxin-stimulated cAMP HTRF, 30 min; hits give low values | hit rate 0.59% among 350,000 | activity change, negative = inhibition, % at 57.5 µM;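 active = activity change of -60% or lower, but not beyond a set lower limit; inconclusive = change between -60% and -40%, or beyond the set limit; inactive = change above -40%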; also: % is scaled to controls: 0 for no effect and ±100 for the full control effect
Vif-APOBEC3G blk: qHTS for Inhibitors of Vif-A3G Interactions: qHTS. DNA dC->dU-editing enzyme APOBEC-3G (Homo sapiens), Q9HC16. HeLa A3G-eYFP + Vif (tagged APOBEC3G with the HIV-1 protein that degrades it), YFP fluorescence, overnight. Potency, µM (series often up to 46.1 µM), for the others: top-dose activity, negative = active, actives largely listed as inhibitors. hit rate 0.076% among 410,000. AID 602310, 2012;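 also: potency is read from the fitted curve at half-maximal effect; % is scaled to controls: 0 for no effect and ±100 for the full control effect; nearly all actives have a fitted effect of over 60% in size; hits raise eYFP signal because A3G escapes Vif-driven loss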
Target sequence (Q9HC16 whole entry, looked up): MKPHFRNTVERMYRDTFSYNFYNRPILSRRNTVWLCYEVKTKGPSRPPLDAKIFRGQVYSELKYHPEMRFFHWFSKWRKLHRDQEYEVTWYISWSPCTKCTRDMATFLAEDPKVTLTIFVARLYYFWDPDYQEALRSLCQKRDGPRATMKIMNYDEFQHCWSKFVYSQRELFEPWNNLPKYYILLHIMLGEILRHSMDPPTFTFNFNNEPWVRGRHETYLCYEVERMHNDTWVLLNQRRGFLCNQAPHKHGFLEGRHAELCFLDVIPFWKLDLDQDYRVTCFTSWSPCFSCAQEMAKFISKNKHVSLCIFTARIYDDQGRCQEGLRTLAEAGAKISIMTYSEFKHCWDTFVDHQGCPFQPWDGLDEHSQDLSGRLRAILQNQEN
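HeLa cells stably expressing Vif and C-terminally eYFP-tagged A3G, seeded overnight at 37 deg C, then exposed to compound by pintool overnight at 37 deg C. Rise in yellow fluorescence (Ex 488/Em 500-530, Acumen) marks blocked Vif-driven A3G degradation.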
D1 antag: Antagonist of Human D 1 Dopamine Receptor: qHTS. D(1A) dopamine receptor (Homo sapiens), P21728. HEK293 TREx D1 cells, calcium flux, dopamine EC80; hits give low values. activity change, negative = inhibition, % at 10 µM. hit rate 3.2% among 360,000. AID 504652, 2011; in the data active = activity change below about -30%; also: % is scaled to controls: 0 for no effect and ±100 for the full control effect
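Calcium flux readout: force-coupled, inducible Hek293 Trex D1 line, cells induced overnight at 30 C with tetracycline, dye-loaded 30–90 min at RT. Antagonism scored against EC80 dopamine challenge given 180 s after compound.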
D2 PAM: HTS Assay for Positive Allosteric Modulators of the Human D2 Dopamine Receptor: Primary Screen for Potentiators. potentiation, % at 10 µM. AID 485347, 2010. hit rate 0.34% among 340,000. D(2) dopamine receptor (Homo sapiens), P14416. HEK293 T-REx D2, calcium flux, EC20 dopamine potentiation;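 active = potentiation over 3 SD above the plate norm, cut at about 30% in these data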; also: 0% is about no effect
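Cells plated with tetracycline inducer and held overnight at 30 C; calcium dye loaded 30–90 min at room temperature; baseline taken, compound added and read 180 s; EC20 dopamine then added and read 180 s.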
D1 agonist: Allosteric Agonists of the Human D1 Dopamine Receptor: qHTS | hit rate 1% among 360,000 | D(1A) dopamine receptor (Homo sapiens), P21728 | activation, % at 2 µM | HEK293 T-REx D1 cells, calcium flux, agonist mode | AID 504660, 2011; in the data active = activation above about 30%; also: 0% is about no effect
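Agonism was scored from calcium flux recorded over 180 s (1 read/s) after pintool compound addition, following a 10-cycle baseline. Cells were inducible force-coupled HEK293 TREx D1, plated overnight at 30 C and loaded with no-wash calcium dye.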
Vif-APOBEC3F blk: qHTS for Inhibitors of Vif-A3F Interactions: qHTS; HeLa A3F-eYFP + Vif (tagged APOBEC3F with the HIV-1 protein that degrades it), YFP fluorescence increase; Potency, µM (top dose mostly 46.1 µM), inactives show top-dose activity, negative = active; AID 602313, 2012; hit rate 0.2% among 390,000; also: potency is read from the fitted curve at half-maximal effect; % of control where 0% means no effect; nearly all actives have a fitted effect of over 65% in size
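HeLa cells stably expressing Vif plus C-terminally eYFP-tagged A3F were seeded, incubated overnight at 37 deg C, dosed with compound, incubated overnight again at 37 deg C. Yellow fluorescence (Ex 488/Em 500-530) reported blocked Vif-mediated A3F-eYFP degradation.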
* = called active by the depositor; u = inconclusive; x = not tested or not shown; & = joins results of further samples. Unless noted, calls follow the shape of the dose curve; as a rule, active = well fitted curve in the direction sought with a large enough effect; inconclusive = small, poorly fitted or top-dose-only effect, or another doubt; inactive = no such curve, though single readings can be large; an effect the other way counts as inactive or inconclusive.

SMILES | RXFP1 agonist | GRP78 ERSR act | D1 PAM | RXFP1 antag | Vif-APOBEC3G blk | D1 antag | D2 PAM | D1 agonist | Vif-APOBEC3F blk
C=CCCC(=O)N1CCC(n2nccc2NC(=O)c2ccc(OC)cc2)CC1 | 1.4% | -3% | 2 | 8 | 13% | -16 | 5 | 4 | -4%
COc1cc2c(cc1OC)C(C)N(CC(=O)Nc1ccc(S(=O)(=O)N3CCCC3)cc1)CC2 (stereo not given) | 1.3% | -3% | 1 | -6 | 6% | 7 | x | 4 | 8%
Cc1ccc(-c2csc3ncnc(-n4nnc5ccccc54)c23)cc1 | 3.0% | -4% | 0 | -18 | -13% | 1 | 12 | 1 | 2%
COC(=O)c1cccc(CN2C(=O)SC(Nc3ccccc3)C2=O)c1 (stereo not given) | 0.0% | -2% | 1 | -10 | -3% | -3 | 0 | 3 | 5%
O=C(Nc1nnc(SCC(=O)N2CCCC2)s1)C1CC(=O)N(c2ccccc2)C1 (stereo not given) | 13% | -5% | -6 | -13 | -3% | -2 | 2 | 2 | -10%
O=Cc1ccc(N2CCCCCC2)cc1 | 0.0% | 14% | 4 | -6 | -1% | -6 | 0 | 1 | 1%
Cc1ccc2[nH]c(-c3ccccc3)cc(=O)c2c1 | 1.1% | -7% | -5 | x | u | -18 | -14 | -1 | -14%
CCOc1ccccc1C1N=C(c2ccc(OC)cc2)CC(c2ccccc2O)N1 (stereo not given) | 2.4% | u | -8 | -35 | u | -3 | -2 | 1 | 10%
CCOC(=O)N1CCc2c(sc(NCc3sccc3C)c2C(=O)Nc2ccccc2OCC)C1 | 1.5% | -2% | -5 | -22 | -22% | 0 | x | 3 | 5%
CCOc1ccc(S(=O)(=O)Nc2ccc(O)c(Sc3ncn[nH]3)c2)cc1 | -1.4% | -1% | 1 | -1 | 1% | 11 | 1 | 2 | 1%

Structures from the list above with a thiophene ring, fused or not:
SMILES | RXFP1 agonist | GRP78 ERSR act | D1 PAM | RXFP1 antag | Vif-APOBEC3G blk | D1 antag | D2 PAM | D1 agonist | Vif-APOBEC3F blk
Cc1ccc(-c2csc3ncnc(-n4nnc5ccccc54)c23)cc1 | 3.0% | -4% | 0 | -18 | -13% | 1 | 12 | 1 | 2%
CCOC(=O)N1CCc2c(sc(NCc3sccc3C)c2C(=O)Nc2ccccc2OCC)C1 | 1.5% | -2% | -5 | -22 | -22% | 0 | x | 3 | 5%

A few values from the results shown.
For Vif-APOBEC3F blk, CCOc1ccccc1C1N=C(c2ccc(OC)cc2)CC(c2ccccc2O)N1 (stereo not given) shows 10%
For Vif-APOBEC3G blk, CCOC(=O)N1CCc2c(sc(NCc3sccc3C)c2C(=O)Nc2ccccc2OCC)C1 shows -22%

(continued)
SMILES | RXFP1 agonist | GRP78 ERSR act | D1 PAM | RXFP1 antag | Vif-APOBEC3G blk | D1 antag | D2 PAM | D1 agonist | Vif-APOBEC3F blk
CON1C(=O)CN(C(C)=O)C1c1ccc(Cl)cc1Cl (stereo not given) | 0.7% | -2% | -7 | -28 | -1% | -10 | 3 | 6 | -2%
CCC(C)(C(=O)NC1CCCC1)N(CC1CCCO1)C(=O)CNC(=O)c1ccccc1 (stereo not given) | 0.3% | -1% | 1 | -4 | 1% | -7 | 2 | 4 | 2%
COCCCNC(=O)CCC(=O)NNc1nc2ccccc2c2nc(-c3ccccc3)nn12 | 2.2%&0.3% | -2%&-1% | -5&13 | -11&-19 | -2%&0% | 19&-3 | 9&-12 | 2&1 | -2%&9%
Cc1ccc(Sc2ccc(N3CCC(C(=O)Nc4cc(C)cc(C)c4)CC3)nn2)cc1 | 17% | -1% | 6 | x | 3% | -48* | -13 | -1 | 0%
CC(O)(CS(=O)(=O)c1ccc(Br)cc1)c1ccccc1 (stereo not given) | -1.0% | -2% | -7 | 5 | 5% | -6 | -8 | 2 | 6%
CCNc1nc(NCC)nc(N2CC(=O)N(CC(=O)OCC)C2=N)n1 | x | -2% | x | -25 | -4% | x | x | x | -4%
FC(F)(F)c1cccc(-c2nn[nH]n2)c1 | 0.8% | -3% | 2 | -11 | 0% | 12 | 4 | 0 | 16%
CCCCOc1ccc(C2C(=O)N(C3CCCCC3)CC(=O)N2C2CCCCC2)cc1 (stereo not given) | 2.9% | -3% | -1 | 2 | -7% | 11 | -10 | -4 | 1%
CSc1ncc(C(=O)NCc2cccc(C)c2)c(-c2ccccc2)n1 | 11% | -5% | -2 | -10 | 1% | 2 | -24 | 4 | -2%
CC(C)C[C@@H](CC#N)N1CCN(CCc2ccccc2)CCC1=O | -2.1% | -3%&-2% | -6 | x | 0%&1% | -5 | -2 | 0 | -5%
Cc1cc(C)n(-c2nc(Nc3ccccc3)nc(-n3nc(C)cc3C)n2)n1 | 5.3% | -2% | -7 | 12 | -1% | -11 | -2 | 2 | -2%
O=C(O)C1C2C=CC(C2)C1C(=O)NCc1cccnc1 (stereo not given) | -0.2% | -3% | -6 | 7 | 2% | -19 | 5 | 0 | -2%
CCOC(=O)C1=C(N)Oc2c(oc(CO)cc2=O)C1c1ccc(Cl)cc1 (stereo not given) | 0.6% | 0% | 2 | -36 | -16% | 11 | 6 | 0 | 11%
CCOC(=O)c1cc(S(=O)(=O)NCc2ccc(C)cc2)[nH]n1 | 3.0% | -2% | 4 | -11 | 2% | 4 | 20 | 2 | -11%
COc1ccc(OC)c(NC(=O)CCc2c[nH]c3ccccc23)c1 | -0.4% | -5% | 4 | -17 | -2% | -17 | 15 | 4 | 5%
Cc1ccc(NC(=O)c2ccc(Cl)c(S(=O)(=O)NCC3CCCO3)c2)c(O)c1 (stereo not given) | 0.1% | -2% | -4 | 4 | -9% | -20 | 11 | 10 | -4%
CCCc1c(C)c2ccccc2[nH]c1=O | 3.0% | -1% | -7 | -9 | 0% | -6 | -2 | 1 | -2%
COc1ccc(C2C(C(=O)Nc3cccnc3)=C(C)Nc3nc(-c4ccc(OC)c(OC)c4)nn32)cc1 (stereo not given) | -1.5% | -4% | 0 | 2 | 2% | 22 | 14 | 2 | -13%
N#Cc1ccc(Cl)cc1NC(=O)CN1C(=O)C(=O)N(CCC2=CCCCC2)C1=O | x | -5% | x | -5 | 1% | x | x | x | -8%
CCOc1cc(/C=C(\CC(=O)O)c2nc3ccccc3s2)ccc1OCC(=O)Nc1cccc(C(F)(F)F)c1 | x | -1% | x | -9 | 1% | x | x | x | 2%

D1 antag: what is marked active above
| SMILES | D1 PAM | RXFP1 antag | D1 antag | D2 PAM | D1 agonist |
| --- | --- | --- | --- | --- | --- |
| Cc1ccc(Sc2ccc(N3CCC(C(=O)Nc4cc(C)cc(C)c4)CC3)nn2)cc1 | 6 | x | -48* | -13 | -1 |

Remaining list, next part.
SMILES | RXFP1 agonist | GRP78 ERSR act | D1 PAM | RXFP1 antag | Vif-APOBEC3G blk | D1 antag | D2 PAM | D1 agonist | Vif-APOBEC3F blk
COCCn1c(Cc2ccccc2)nnc1SC(C)C(=O)NC1CC1 (stereo not given) | 0.4% | -2% | -2 | 7 | 2% | -43* | x | 1 | 4%
COc1ccc(CCNc2oc(/C=C/c3ccc(OC)c(OC)c3)nc2C#N)cc1 | 11% | -2% | -2 | 6 | -4% | 2 | 7 | -2 | 2%
COc1ccccc1NC(=O)CSc1nnnn1-c1ccccc1OC | -1.9% | -3% | -1 | -1 | 4% | -9 | 11 | 5 | 0%
CC(=O)Nc1ccc(S(=O)(=O)Nc2nc(C)cc(-n3nc(C)cc3C)n2)cc1 | 0.0% | -2% | -9 | 1 | 2% | -16 | -6 | 1 | -9%
COC(=O)c1[nH]c2c(c1C(=O)OC)CCc1ccccc1-2 | 1.3% | 2% | -7 | -23 | -10% | 3 | 2 | 1 | 8.9µM*
COc1ccc(NS(=O)(=O)c2ccc(S(=O)(=O)N3CCCC3)cc2)cc1Cl | 1.6% | 1% | -1 | 2 | 1% | -11 | -1 | 4 | -15%
COc1ccccc1C(=O)NNc1ncc(C)s1 | -0.5% | -1% | -1 | -8 | -3% | -4 | 2 | 2 | 1%
COc1cccc(CN2C(=O)NC3(CCCCCC3)C2=O)c1 | 0.5% | 1% | -8 | -6 | 1% | -3 | -12 | 7 | -22%
COc1cc(CNC(=O)c2cc3n(n2)CCCN(Cc2ccc(C)cc2)C3=O)cc(OC)c1OC | 1.7% | -1% | 2 | -8 | 3% | 4 | -1 | -1 | 1%
CC(=O)c1cccc(NC(=O)C2CC(c3ccc(F)cc3)=NO2)c1 (stereo not given) | 0.5% | -7% | -3 | -10 | 2% | 13 | -9 | 2 | 6%
O=C(NCc1ccccc1)C1=C[C@@H](C2CCCCC2)C[C@@H](OCc2ccc(CO)cc2)O1 | -1.1% | -3% | -4 | x | 1% | -4 | 9 | 4 | 3%
CCOc1ccccc1C(=O)NCC(=O)N1CCC(C)CC1 | x | 3% | x | u | -1% | x | x | x | 9%
CCCC(=O)C1=C(O)C(C(=O)OC)C(C)(C)CC1=Nc1cccc2ccccc12 (stereo not given) | -0.7% | -4% | -4 | -6 | -4% | -16 | 9 | 11 | -2%
CCN(CC)CCNc1nc(-c2cccs2)c(CC(=O)O)s1 | -1.5% | -5% | 1 | -4 | 0% | -17 | -2 | 2 | -17%
O=C(CN1CCN(S(=O)(=O)c2ccc(F)cc2)CC1)Nc1ccc(Cl)c(C(F)(F)F)c1 | 0.2% | -7% | 1 | -9 | -5% | -18 | -4 | 4 | -9%
Nc1cc(=O)[nH]c(=O)n1Cc1ccccc1 | 0.0% | -4% | -5 | x | 1% | 4 | 6 | 0 | -6%

Screens from PubChem BioAssay.

Some of the compounds tested; rates above refer to the full screens.
